Source: PubChem BioAssay
hERG WT inh = inhibitors of human wildtype KCNH2 potassium channel. U2OS, BacMam KCNH2, thallium flux FluxOr; stronger effect = lower value. AID 720551. activity change, % at 1.84 µM. Q12809. hit rate 0.37% among 340,000;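 active = maximum activity change below -70%; inconclusive = maximum activity change between -70% and -50%; inactive = maximum activity change above -50%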; also: % is scaled to controls: 0 for no effect and ±100 for the full control effect
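U2OS cells were transduced with wild-type KCNH2 virus (2.03 x 10^8 / mL) for 4 h at room temperature, then cultured overnight at 37 C. Thallium flux was read with FluxOr dye. Rate constants were normalized to DMSO controls.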
TRPV1 agonist = agonists of human vanilloid receptor 1 (TRPV1). TRPV1-expressing cells, Fluo-8 calcium influx, agonist mode. activation, % at 8.33 µM. hit rate 0.19% among 320,000. Q8NER1; in the data active = activation above about 80%; inconclusive = between about 30% and that limit; also: 0% is about no effect
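TRPV1-expressing cells were cultured overnight at 35.5C and loaded with Fluo-8 calcium dye for 40 to 90 min at room temperature. After a 10 s baseline, compound was added and calcium influx was read kinetically for 3 min (ex 480/em 520 nm).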
PKM2 act = PKM2 (human) enzyme activation; P14618; purified PKM2, Kinase-Glo ATP luminescence, activation; response scale: 0% is enzyme alone, no compound; Potency, µM (highest dose often 57.5 µM), inactives show top-dose activation, hits mostly activators; hit rate 0.34% among 260,000; also: potency is read from the fitted curve at half-maximal effect; % is scaled to controls: 0 for no effect and ±100 for the full control effect; nearly all actives have a fitted effect of over 55% in size
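hPK-M2, >95% pure; 0.1 mM ADP / 0.5 mM PEP final; imidazole pH7.2 buffer w/ 7 mM MgCl2, 50 mM KCl; 1 h RT; Kinase-Glo lum. Intermediate enzyme activity for dual inhibitor/activator qHTS.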
CXXC DNA block = blocks binding of human MLL CXXC domain to DNA; Q03164; MLL-CXXC / FITC-HOXA9 DNA fluorescence polarization; hit rate 0.037% among 290,000; Potency, µM (titrated, usually from 115 µM), for inactives: at the highest dose activity change, negative = inhibition, usual class: inhibitors; active = well fitted inhibition curve with a large enough effect in the polarisation, with a control signal flat, not every such curve was filed as active; inconclusive = small, poorly fitted or top-dose-only effect, or effect the other way, or a change in a side signal; inactive = no such curve, though single readings can be large or run the other way; the % refers to the polarisation; also: potency is read from the fitted curve at half-maximal effect
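Fluorescence polarization: 7 uM MLL-CXXC (stock) preincubated 5 min with compounds, then 50 nM fluorescein-HOX-A9 DNA (stock) added; 30 min ambient. Buffer 50 mM Tris-HCl pH 7.5, 50 mM NaCl, 1 mM DTT, 0.05% BSA.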
Menin MLL FP TR = menin-MLL binding inhibition, Texas Red mutant peptide. hit rate 0.23% among 270,000. Potency, µM (highest dose often 61.6 µM), for the others: at the highest dose FP activity change, negative = inhibition, most hits filed as inhibitors. AID 1768. O00255. Menin + Texas Red MLL mutant peptide, fluorescence polarization; active = well fitted inhibition curve with a large enough effect in the polarisation, with a control signal flat, not every such curve was filed as active; inconclusive = small, poorly fitted or top-dose-only effect, or effect the other way, or a change in a side signal; inactive = no such curve, though single readings can be large or run the other way; the % refers to the polarisation; also: potency is read from the fitted curve at half-maximal effect; % of control where 0% means no effect; many of its hits are not listed in these tables
Giardia kill = Giardia lamblia killing | Giardia lamblia trophozoite viability | activity change, % at 7.66 µM, hits read low | hit rate 0.15% among 340,000; in the data active = activity change below about -80%; inconclusive = between about -30% and that limit;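 also: parasites exposed to compound for two days anaerobically before the ATP read; % is scaled to controls: 0 for no effect and ±100 for the full control effect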
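Trophozoites 100 cells/well + cpd; 48 hrs, 37 deg C, anaerobic. ATPLite 1-Step added, 15-30 min RT, luminescence read (ATP-based viability).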
FBPA coupling cs = coupling enzyme interference in Giardia aldolase counter-screen; coupling enzyme system counterscreen, AmpLite Red fluorescence; activity change, negative = inhibition, % at 58.2 µM, hits read low; hit rate 0.67% among 290,000; in the data active = activity change below about -30%; also: % is scaled to controls: 0 for no effect and ±100 for the full control effect
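First, compound is pin-transferred into glyceraldehyde-3-phosphate coupling-enzyme reagent at 57.5 uM final and held 10 min at RT. Next, substrate, coupling system and AmpLite Red are added. After 20 min RT, fluorescence (525/598 nm) is read.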
KCNH2 3.1 block = inhibitors of human KCNH2 3.1 potassium channel isoform; AID 720553; U2OS KCNH2 3.1, thallium flux FluxOr; stronger effect = lower value; hit rate 0.95% among 340,000; activity change, % (tested at about 1.8 µM);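 active = maximum activity change below -70%; inconclusive = maximum activity change from -70% to -50%; inactive = maximum activity change above -50%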;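 also: thallium influx rate constant from kinetic fluorescence after stimulation buffer; % is scaled to controls: 0 for no effect and ±100 for the full control effect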
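Thallium flux read-out: FluxOr dye with Red40 quencher in HBSS/HEPES, 45 min at RT. Rate constants from kinetic reads were normalized to positive and negative DMSO controls. Cells: U2OS virally expressing the 3.1 isoform.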
USP2a inh = inhibitors of human ubiquitin-specific protease USP2a. USP2 core, Ub-CHOP2 coupled fluorogenic reporter, 485/531. hit rate 0.01% among 330,000. AID 463254. O75604. Potency, µM (doses to about 38.3 µM), without a hit: at the top dose activity change, negative = inhibition, most hits filed as inhibitors;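 also: potency is read from the fitted curve at half-maximal effect; plate controls were DMSO wells for no effect and full inhibition by NEM control for full effect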
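USP2 core (10nM final) preincubated 30min RT with compound in 20mM Tris-HCl pH 8.0, 2mM CaCl2, 2mM beta-mercaptoethanol, 0.05% CHAPS; 25nM Ub-CHOP2 plus 25nM reporter substrate added, fluorescence (Ex485/Em531) read after 60min.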
GALK inh = blocks human galactokinase activity | P51570 | Purified GALK, Kinase-Glo residual ATP luminescence | Potency, µM (doses to about 57.5 µM), inactives show top-dose activity change, negative = inhibition, most hits filed as inhibitors | hit rate 0.007% among 270,000; also: potency is read from the fitted curve at half-maximal effect; % is scaled to controls: 0 for no effect and ±100 for the full control effect
Target sequence (P51570 whole entry, looked up): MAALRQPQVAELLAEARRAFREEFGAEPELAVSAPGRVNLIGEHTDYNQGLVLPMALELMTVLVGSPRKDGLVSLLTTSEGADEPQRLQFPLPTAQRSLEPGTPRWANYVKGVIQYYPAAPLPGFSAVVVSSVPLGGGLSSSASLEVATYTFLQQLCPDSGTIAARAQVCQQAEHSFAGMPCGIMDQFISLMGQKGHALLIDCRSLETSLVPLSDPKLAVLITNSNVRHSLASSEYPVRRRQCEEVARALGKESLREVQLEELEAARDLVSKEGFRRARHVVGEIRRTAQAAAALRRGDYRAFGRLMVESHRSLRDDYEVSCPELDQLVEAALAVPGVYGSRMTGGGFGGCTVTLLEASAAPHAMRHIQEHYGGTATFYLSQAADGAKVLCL
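5 nM enzyme, 35 uM ATP, 100 uM galactose, 20 mM HEPES pH8.0, 5 mM MgCl2; 1 h RT; residual ATP by Kinase-Glo Plus luminescence, qHTS format.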
B2AR arrestin = recruits beta-arrestin to the human beta2-adrenergic receptor. beta-arrestin recruitment to beta2AR, cell-based reporter. Potency, µM (doses to about 46.1 µM), without a hit: at the highest dose activation, hits mostly activators. hit rate 0.02% among 330,000;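 also: potency is read from the fitted curve at half-maximal effect; 0% = DMSO controls and full agonism = EC100 isoproterenol or metaproterenol; nearly all actives have a fitted effect of over 65% in size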
Target sequence (P07550 whole entry, looked up): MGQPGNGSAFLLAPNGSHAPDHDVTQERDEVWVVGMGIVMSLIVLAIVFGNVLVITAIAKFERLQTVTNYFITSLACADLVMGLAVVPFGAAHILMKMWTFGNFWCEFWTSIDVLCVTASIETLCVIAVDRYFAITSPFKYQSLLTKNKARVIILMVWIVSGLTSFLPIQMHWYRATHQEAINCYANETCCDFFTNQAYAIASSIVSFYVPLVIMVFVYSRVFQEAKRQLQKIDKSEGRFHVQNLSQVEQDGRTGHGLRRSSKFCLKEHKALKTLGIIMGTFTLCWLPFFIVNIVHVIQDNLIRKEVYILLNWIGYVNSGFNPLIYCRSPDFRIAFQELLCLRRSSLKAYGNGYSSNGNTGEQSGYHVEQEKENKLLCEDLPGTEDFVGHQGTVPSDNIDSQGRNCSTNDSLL
* hit, by the source's call; ? = inconclusive; . = not tested or not shown; & = joins results of further samples; [ ] = dose if it differs, or a comment. Unless noted, calls follow the shape of the dose curve; as a rule, active = well fitted curve in the direction sought with a large enough effect; inconclusive = small, poorly fitted or top-dose-only effect, or another doubt; inactive = no such curve, though single readings can be large; an effect the other way counts as inactive or inconclusive.

SMILES	hERG WT inh	TRPV1 agonist	PKM2 act	CXXC DNA block	Menin MLL FP TR	Giardia kill	FBPA coupling cs	KCNH2 3.1 block	USP2a inh	GALK inh	B2AR arrestin
Cc1ccc(C)c(NS(=O)(=O)c2cc(C(=O)Nc3cccc(N(C)S(C)(=O)=O)c3)ccc2C)c1	-3	-1	-1%	14%	-5%	14	-1	0	-1%	1%	0.0%
O=C(NNC(=O)c1sccc1-n1cccc1)c1ccc(F)cc1	.	0	0%	19%	-2%	29	1	4	-1%	7%	-0.2%
C[n+]1ccccc1N1CCN(c2ccccc2Cl)CC1	0	1	-16%	2%	0%	-14	1	-10	2%	-2%	-0.2%
COc1cc2c(cc1NC(=S)NC(=O)c1c(OC)cccc1OC)oc1ccccc12	1	6	-5%	2%	.	20	-1	-25	-1%	3%	-0.2%
C/C(=N\Nc1ccc(Cl)c(C(=O)O)c1)c1cccc2ccccc12	5	-1	4%	-3%	64%[activator]	-12	1	-13	-8%	5%	-0.4%
C[N+](C)(C)CCN(Cc1ccc(Cl)cc1)c1ccccn1	-17	1	-2%	8%	?	0	1	1	2%	-1%	-1.1%
Clc1cc2cccnc2c2ncccc12	9	-2	.	.	.	-12	.	28	0%	.	-0.3%
CC(=O)c1ccc(NC(=O)CNCc2cccs2)cc1	0	10	.	-2%	-23%	23	1	12	2%	-2%	-0.4%
Cc1ccc(CNC(=O)C(=O)NCC(c2ccco2)N2CCOCC2)cc1 (stereo not given)	-4	10	-2%	5%	0%	5	1	0	5%	0%	-0.8%
COC(=O)C1=C(C)N(Cc2ccco2)C(=O)N[C@H]1c1ccccc1	.	0	19%	6%	15%&-4%	.	3&4	.	0%	.	-1.8%
CS(=O)(=O)N1N=C(c2ccco2)CC1c1ccc(Cl)cc1Cl (stereo not given)	0	1	18%	5%	?	20	1	-19	1%	1%	-0.8%
COc1ccc(Nc2nc3ccccc3n3nnnc23)cc1	-2	0	8%	8%	?	22	0	-12	0%	0%	0.3%
CCOc1ccc(C)cc1S(=O)(=O)n1nc(C)cc1C	-18	6	18%	14%	-14%	7	2	-5	2%	3%	-0.5%
O=C(NC1CCCCCC1)c1ccccc1-c1ccccc1	-4	16	-13%	7%	?	0	3	20	2%	-1%	-0.1%
CN1CCc2c(sc3c2C(=O)NC(c2ccc(-c4ccc(Cl)cc4)o2)N3)C1 (stereo not given)	5	3	-4%	?	.	-6	-6	-13	10%	1%	3.5%
CC(C)NC(=O)c1onc(CSc2cccc(Cl)c2)c1C(=O)O	6	2	1%	-12%	-1%	?	-1	-6	1%	-14%	-0.6%
CCOc1ccc(NC(=O)C2C3CCC4C(CCC32)C4(Cl)Cl)cc1 (stereo not given)	.	21	1%	0%	-26%	23	0	-22	1%	3%	-0.3%
CCn1c(C)nc2cc(C(N)=O)ccc21	-18	-4	2%	?	4%	12	4	3	3%	-1%	-0.8%
C/C(=N\NC(=O)c1ccccc1O)c1ccc(NC(=O)c2ccccc2)cc1	-6	12	.	-6%	.	-10	.	6	6%	1%	0.2%
CC(C)c1ccc(OCC(O)Cn2cnc3ccccc32)cc1 (stereo not given)	3	3	1%	-1%	3%	4	1	-1	-2%	10%	0.3%
COC(=O)C1C(=O)/C(=C(/C)N2CCCC2)C(=O)CC1(C)C (stereo not given)	-9	-2	-2%	3%	5%	3	0	-4	5%	-1%	-0.2%
Cc1cc(C=NCCO)c(C)n1-c1cc(Cl)ccc1Cl	-14	4	0%	11%	-17%	-3	3	-1	0%	3%	0.1%
COCCNC(=O)c1ccc(-n2c(SCc3cccnc3)nc3ccccc3c2=O)cc1	-4	0	28%	26%	0%	5	-2	-7	-1%	10%	-0.6%
O=C(Cn1c(SCC(=O)N2CCc3ccccc32)nc2ccccc21)NC1CCCC1	8	6	5%	6%	-16%	2	0	1	-1%	1%	1.5%
CCOc1ccccc1NC(C)C(=O)NC(=O)NC1CCCCC1 (stereo not given)	-6	13	.	.	.	17	.	-2	0%	.	-0.1%
COc1cc(C2c3[nH]c4ccccc4c3C[C@H]3C(=O)N(C4CC4)CC(=O)N23)ccc1OC(C)C (stereo not given in full)	-1	8	.	2%	17%	-11	1	-8	0%	1%	0.2%
Cc1cc(C)c2nc(NC(=O)[C@@H](NC(=O)c3cccc(S(=O)(=O)N4CCOCC4)c3)C(C)C)sc2c1	-2	?	-10%	?	-9%	-8	-15	15	-21%	1%	0.1%
O=C(CN1CCN(S(=O)(=O)c2ccc(F)cc2)CC1)NC1CC1	-3	2	?	21%	.	11	.	9	0%	-3%	0.2%
CCCC1=NN2C(=N)/C(=C\c3cc(C)n(-c4cccc(C)c4)c3C)C(=O)N=C2S1	2	-3	-7%	5%	-1%	-4	9	-11	1%	0%	-0.9%
CCN1CCN(CC(=O)N2CCCC(C(=O)c3ccc(Oc4ccccc4)cc3)C2)CC1 (stereo not given)	9	21	6%	15%	5%	-13	-6	-8	0%	0%	-0.5%
CCCc1cc(=O)[nH]c(SCC(=O)N2CCC(C(=O)OCC)CC2)n1	11	0	7%	5%	-10%	10	3	2	5%	2%	0.8%
Cc1c(-n2c(SCC(=O)C(C)(C)C)nc3ccccc3c2=O)c(=O)n(-c2ccccc2)n1C	22	-4	3%	-1%	?	2	2	1	5%	-1%	-0.2%
O=C(c1ccccc1)N1N=C(C(F)(F)F)CC1(O)c1ccccc1 (stereo not given)	-9	22	-1%	13%	-26%	-22	3	19	0%	-7%	-0.2%
CCOc1cc(/C=N/NC(=O)C(=O)NCc2cccnc2)ccc1O	-3	-3	-6%	8%	21%	20	0	5	3%	1%	0.0%
COc1ccc(N2C(=O)C(Cl)=C(Nc3ccccc3O)C2=O)cc1	4	3	20%	-6%	21%	0	-1	1	5%	-7%	0.1%
CC(C)CN(C(=O)CN(C)CC(=O)Nc1ccc(Cl)c(C(F)(F)F)c1)c1c(N)n(CC(C)C)c(=O)[nH]c1=O	0	.	.	.	.	-12	.	3	-2%	.	-0.1%
COc1ccccc1C(=O)NNC(=O)c1ccc(NC(=O)C(C)C)cc1	-13	5	3%	-17%	4%	3	2	9	3%	7%	0.5%
O=C(CSc1nnc(-c2cccc(Br)c2)o1)N1CCNC1=O	7	.	.	.	.	23	.	15	6%	.	0.7%
COCCn1c(C)cc(C(=O)COC(=O)c2c(C)nn(Cc3ccccc3)c2C)c1C	-9	6	-5%	8%	-27%	1	1	7	4%	4%	0.5%
O=C1CC(c2ccccc2)n2nc(NC(=O)c3cccs3)nc2N1 (stereo not given)	3	1	-12%	3%	0%	23	5	-22	0%	4%	0.0%
O=C(Nc1nc(-c2cccnc2)cs1)c1cccc([N+](=O)[O-])c1	35	-5	13%	7%	12%	-2	-1	-2	-3%	-5%	-0.2%
O=C(Nc1ccc(Cl)c(Cl)c1)C1CC(=O)N(c2ccc(Br)cc2)C1 (stereo not given)	8	-1	1%	21%	?	4	-4	2	-16%	0%	-2.6%
C=CCN(C(=O)CC(NC(C)=O)c1ccccc1)c1nc(-c2ccc(S(C)(=O)=O)cc2)cs1 (stereo not given)	-2	0	-5%	3%	-7%	-2	-1	21	-3%	-4%	0.1%
O=C(c1ccc(Cl)s1)N1CCCC1	1	?	-1%	6%	0%	0	8	-17	3%	1%	0.0%
O=C1C2C(c3ccccc3)=NN(c3ccccc3)C2C(=O)N1c1ccccc1 (stereo not given)	13	-5	-1%	7%	?	5	-4	-6	0%	2%	-1.0%
O=c1c(Cl)c(NS(=O)(=O)c2ccccc2)cnn1-c1ccccc1	-6	-1	-3%	5%	.	18	-2	-2	-2%	-3%	0.2%
COc1ccc(Nc2nnc(SCC(=O)Nc3cc(C)on3)s2)cc1	12	1	-1%	25%	.	-6	0	0	3%	-1%	0.2%

Some of the compounds tested; the hit share may differ from the screen's.
